High-throughput results deposited in PubChem BioAssay by several laboratories.
UBC9 SUMO inh – blocks human SUMOylation mediated by UBC9; P63279; AID 2006; HTRF SUMOylation assay, SAE1/SAE2 + UBC9, in vitro; 290,000 tested, 0.36% active; inhibition, % at 35 µM; in the data active means inhibition above about 50%, passing the limit was not always enough; further: strong numbers were not always called active
NALP1 yeast inh – blocks the NALP1 inflammasome reconstituted in yeast; S. cerevisiae NALP1/ASC/caspase-1 growth, X-gal OD620, 72 h; 280,000 tested, 0.61% active; inhibition, % at 10 µM; in the data active means inhibition mostly above about 24%, no sharp cut-off; inactive means mostly below about 32%; further: some compounds called inactive have numbers as strong as hits
MEKK2wt PB1 HTS – raises or lowers MEK5 binding to wildtype human MEKK2 PB1 domain. binding response (% of control), % at 10 µM. bead flow cytometry, Alexa488-MEK5 binding to MEKK2 WT; actives lie on both sides. 290,000 tested, 1.1% active. AID 1531; in the data active means binding response below about 67% or above about 130%
IDE cell inh – cellular human IDE inhibition; P14735; inhibition, % at 5.59 µM; HEK cells, FAbetaB cleavage, fluorescence polarization; 320,000 tested, 0.41% active;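 active means percent inhibition above the average of all tested compounds plus 3 SD, set per screening campaign, cut at about 16% in these data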;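 further: IDE supplied by intact live HEK cells; FP after avidin binding of uncleaved biotin substrate so inhibition keeps polarization high; 0% = DMSO wells and 100% = 60 µM reference IDE inhibitor Ii1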
Target sequence (P14735 whole entry, looked up): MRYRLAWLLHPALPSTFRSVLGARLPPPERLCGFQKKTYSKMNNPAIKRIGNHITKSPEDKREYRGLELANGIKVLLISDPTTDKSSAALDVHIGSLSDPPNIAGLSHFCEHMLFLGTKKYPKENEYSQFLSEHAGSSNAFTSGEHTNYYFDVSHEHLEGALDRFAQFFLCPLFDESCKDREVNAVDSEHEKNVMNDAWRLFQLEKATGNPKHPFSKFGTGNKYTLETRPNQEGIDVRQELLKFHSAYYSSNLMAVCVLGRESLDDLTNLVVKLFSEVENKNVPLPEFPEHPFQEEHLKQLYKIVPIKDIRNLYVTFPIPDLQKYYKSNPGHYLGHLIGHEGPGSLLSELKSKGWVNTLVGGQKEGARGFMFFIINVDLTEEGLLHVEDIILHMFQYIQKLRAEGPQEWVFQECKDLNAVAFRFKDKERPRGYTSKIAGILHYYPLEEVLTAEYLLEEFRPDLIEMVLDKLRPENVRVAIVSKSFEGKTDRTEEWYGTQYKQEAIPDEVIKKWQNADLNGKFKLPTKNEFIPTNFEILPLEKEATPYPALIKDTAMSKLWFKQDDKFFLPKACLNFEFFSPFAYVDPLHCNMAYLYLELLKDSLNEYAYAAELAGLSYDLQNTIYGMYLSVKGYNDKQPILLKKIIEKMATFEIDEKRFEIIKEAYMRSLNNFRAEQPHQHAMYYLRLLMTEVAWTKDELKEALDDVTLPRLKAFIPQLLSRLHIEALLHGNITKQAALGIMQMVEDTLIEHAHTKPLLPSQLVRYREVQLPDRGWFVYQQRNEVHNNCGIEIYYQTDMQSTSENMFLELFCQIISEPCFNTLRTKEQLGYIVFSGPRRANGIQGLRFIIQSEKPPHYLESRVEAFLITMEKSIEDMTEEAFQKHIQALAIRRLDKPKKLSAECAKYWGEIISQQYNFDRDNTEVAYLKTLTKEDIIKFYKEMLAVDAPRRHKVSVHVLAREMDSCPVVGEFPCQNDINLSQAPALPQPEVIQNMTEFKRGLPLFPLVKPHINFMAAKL
M18AAP inhibitor – PfM18AAP enzyme inhibition | recombinant PfM18AAP, H-Glu-NHMec fluorogenic cleavage | 290,000 tested, 1.2% active | inhibition, % at 7.35 µM;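 active means inhibition above the campaign mean inhibition over all tested compounds plus 3 SD, cut at about 28% in these data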;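 further: 0% = plate median of test compound wells and 100% = 2 mM ZnCl2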
MEKK2mut PB1 HTS – signal of MEK5 binding to mutant human MEKK2 PB1 domain; bead flow cytometry, Alexa488-MEK5 binding to MEKK2 mutant; percent response, % at 10 µM; 290,000 tested, 0.35% active; AID 1530; in the data active means percent response above about 24%, passing the limit was not always enough; further: inactives centre near 1; some results filed as inactive read as strong as hits; reference of the scale not given here
MEKK3 PB1 HTS – raises or lowers MEK5 binding to the human MEKK3 PB1 domain; 290,000 tested, 1.4% active; bead-based flow cytometry, Alexa488-MEK5 binding to MEKK3; actives lie on both sides; 0 = blocked by unlabeled MEK5, 100 = vehicle; binding response (% of control), % at 10 µM; Q99759;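 active means binding response more than 3 SD above or below the average of its plate-row segment, actives on both sides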;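 further: Alexa488 bead fluorescence after subtracting the streptavidin-only scavenger bead signal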
IDE act – boosts human insulin-degrading enzyme activity in HEK cells | P14735 | FAbeta-B cleavage, fluorescence polarization; 0% vehicle, 100% cell-free pure enzyme wells | activation, % at 5.96 µM | 340,000 tested, 0.073% active | AID 493087;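 active means activation above the mean of all tested compounds plus 3 SD, set per screening campaign, cut at about 17% in these data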
p-CIP stab down – p/CIP protein destabilization | 290,000 tested, 0.01% active | decrease of EGFP signal, % at 10 µM | AID 1984 | F442A p/CIP-EGFP cells, EGFP fluorescence, 16 h | Q05BA5;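 active means EGFP signal decrease of at least 30% at 10 µM or well 3 SD below plate mean, unless failing retest; inactive means the rest, including hits failing retest or dose response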; further: some compounds called inactive have numbers as strong as hits; many of its hits are not listed in these tables
The depositor's hits bear a star; · = no result given; & = joins results of further samples; [ ] = another dose, or the depositor's remark. These rows are one share of the data; the hit share may differ from the screen's.

Under each structure: UBC9 SUMO inh	NALP1 yeast inh	MEKK2wt PB1 HTS	IDE cell inh	M18AAP inhibitor	MEKK2mut PB1 HTS	MEKK3 PB1 HTS	IDE act	p-CIP stab down
- CC1CN(c2cc([N+](=O)[O-])ccc2Cl)CC(C)N1 (stereo unspecified)
    -4	15	105	-3	1	-4	104	2	16
- Cc1cccc(CN2CCN(Cc3ccc(Cl)cc3)CC2)c1
    -14	18	122	-7	0	20	111	-3	-7
- CC(=O)O[C@H]1CCC2C3CCC4=CC(=O)CCC4=C3C=C[C@@]21C (stereo partly specified)
    3	28	98	-1	28	-3	99	1	-3
- COc1ccc(C(CNC(=O)CCc2ccsc2)N(C)C)cc1 (stereo unspecified)
    12	10	104	-1	2	1	103	3	12
- O=[N+]([O-])c1cc(-c2ccc([As](=O)(O)O)cc2)ccc1[As](=O)(O)O
    24	21	101	·	-1	1	94	·	4
- COc1ccc(-n2c(/C=C/c3ccc(O)cc3)nc3ccccc3c2=O)cc1
    14	-8	99	31*	11	2	99	-34	-17
- CC1CN(CCc2ccccc2)CC(C)O1 (stereo unspecified)
    -2	17	93	0	-1	-8	87	1	2
- CCc1ccc(CNCCc2ccccc2F)cc1
    6	44	102	9	3	3	104	3	-6
- Cn1c(=O)n(CC(=O)N2CCC3(CC2)OCCO3)c(=O)c2ccccc21
    -8	11	104	2	-5	7	103	3	-11
- O=C(N=Nc1c(O)[nH]c(=O)[nH]c1=O)C1COc2ccccc2O1 (stereo unspecified)
    2	-18	96	-2	2	-5	103	1	7
- O=C1OC(c2ccc(Cl)cc2)=N/C1=C\N1CC2CC(C1)c1cccc(=O)n1C2 (stereo unspecified)
    12	·	98	-1	3	-3	100	8	-1
- O=C(COc1ccccc1)Nc1ccc(Cl)cc1C(=O)c1ccccc1
    15	·	110	3	2	5	108	4	0
- CC1CN=C(Nc2ccccc2)S1 (stereo unspecified)
    9	21	97	-4	-12	4	104	1	-4
- CN(C)[C@@H]1C(=O)C(C(N)=O)=C(O)[C@@]2(O)C(=O)C3=C(O)c4c(O)ccc(Cl)c4[C@@](C)(O)[C@H]3C[C@@H]12
    20	8	110	10	24	5	102	3	2
- C=C1CC[C@@]2(O)[C@H]3Cc4ccc(O)c5c4[C@@]2(CCN3CC2CC2)[C@H]1O5
    20	13	105	1	-6	1	84	·	2
- COc1ccc(NC(=O)c2cn(CCC#N)nc2-c2cccc([N+](=O)[O-])c2)cc1
    7	·	87	5	-6	-20	90	5	-6
- O=C(c1ccc2c(c1)OCO2)N1CCC2(CC1)OCCO2
    9	-4	103	1	11	0	99	4	8
- Cn1cc[n+](C)c1P(=S)(c1ccccc1)c1ccccc1
    -11	5	96	10	5	-9	101	-4	9
- Cc1ccccc1-n1c(O)c(C=NCCN2CCOCC2)c(=O)[nH]c1=O
    12	3	105	-3	-10	8	100	8	0
- CC1(C)CC[C@]2(C)CC[C@]3(C)C4C[C@@H]5OO[C@@]6(O5)C(CCCC6(C)C)[C@]4(C)CC[C@@]3(C)C2C1 (stereo partly specified)
    ·	·	85	0	·	-1	91	2	·
- O=C1N(c2nncs2)CCN1[N+](=O)[O-]
    11	4	94	1	-11	9	111	-1	-3
- O=c1cccc2n1CC1CC2CN(S(=O)(=O)c2ccc(F)cc2)C1 (stereo unspecified)
    14	-1	114	5	0	0	120	8	-4
- CCCN1CC(C)C(OC(C)=O)(c2ccccc2)CC1C (stereo unspecified)
    -7	10	109	9	3	10	104	0	2
- Cn1c(C(=O)N2CCC3(CC2)OCCO3)cc2c(=O)n(C)c3ccccc3c21
    1	39	98	3	-4	0	93	4	-2
- Cc1ccc2ccccc2c1NC(=O)CNC1CCCCC1
    0	4	109	0	0	4	104	-7	3
- CCCCn1c(O)c(/C=N/NC(=O)c2ccncc2)c(=O)[nH]c1=O
    12	-8	93	-6	3	-6	92	-1	-5
- COc1ccc2c3c([nH]c2c1)C(C)NCC3 (stereo unspecified)
    33	-11	1.0*	4	5	48	94	2	-11
- O=C(O)c1ccc2c(c1)C1C(Cl)C(Sc3ccccc3[N+](=O)[O-])CC1C(c1cccc([N+](=O)[O-])c1)N2 (stereo unspecified)
    ·	-10	113	·	27	1	127	-4	-8
- NC(=O)Nc1ccc(C(=O)OCC(=O)Nc2ccc(Cl)cc2C(=O)c2ccccc2)cc1
    4	15	94	-1	4	-2	98	0	1
- COc1cccc(N=Cc2c(O)n(Cc3ccco3)c(=O)[nH]c2=O)c1
    32	8	77	3	-8	-14	76	-1	-9
- COc1ccc(C(=O)CC2(CC(=O)c3ccc(OC)cc3)C(=O)N(C)C(=O)N(C)C2=O)cc1
    7	7	108	2	8	4	108	0	-5
- CCOC(=O)c1c(C)n(Cc2ccccc2)c2ccc(OCC(O)CNC(C)(C)C)cc12 (stereo unspecified)
    -9	-6	150*	38*	1	21	107	-19	0
- COc1cc(C(=O)Nc2ccc(Br)cc2C(=O)c2ccccc2Cl)cc(OC)c1OC
    12	15	100	10	-2	2	104	2	-3
- COc1ccc(/C=C2/C(=O)NC(=O)N(C3CCCCC3)C2=O)cc1CSc1ccccn1
    -21	8	87	2	-9	-3	100	·	-9
- CC(C)Oc1cccc(NC(=O)c2cccn(Cc3ccc4c(c3)OC(F)(F)O4)c2=O)c1
    -29	33	118	0	-2	2	100	1	-3
- Cn1c(=O)c2c(nc(N/N=C/c3c(O)n(C4CCCCC4)c(=S)[nH]c3=O)n2C)n(C)c1=O
    -12	·	100	-4	12	4	103	-2	-16
- COC(=O)C1=Nc2ccccc2/C1=C\c1c(O)n(-c2cc(OC)ccc2OC)c(=O)[nH]c1=O
    36	18	92	2	3	-4	93	0	-19
- CN1CCc2cc(O)cc3c2[C@H]1Cc1ccc(O)c(O)c1-3
    ·	·	111	9	·	3	103	-5	·
- O=C(c1ccc(C(F)(F)F)cc1)C1CCCN(C2CCSCC2)C1 (stereo unspecified)
    25	10	110	0	-6	5	101	4	-2
- COc1cc(N)c(Cl)cc1C(=O)NC1CN2CCC1CC2 (stereo unspecified)
    3	12	114&94	-7	4	4&0	113&97	·	-1
- CN(Cc1ccccc1)C1CCCN(C(=O)COc2ccccc2Cl)C1 (stereo unspecified)
    14	8	111	-4	-8	6	101	2	-6
- COc1ccc(C2c3c(nc(C)[nH]c3=O)Oc3c2c(=O)oc2ccccc32)cc1 (stereo unspecified)
    -2	·	98	8	3	-17	93	·	8
- Cc1ccc2c(c1)[C@@H]1CN(C)CC[C@@H]1N2C(=O)Nc1cccc(C(F)(F)F)c1
    0	0	139*	-3	-13	26	110	0	-3
- O=P(NS(=O)(=O)c1ccccc1)(Oc1ccccc1)Oc1ccccc1
    12	-7	91	5	2	-2	94	5	-4
- CCOc1cc(/C=C2\C(=O)NC(=O)N(C)C2=O)cc([N+](=O)[O-])c1O
    7	·	107	4	-8	13	108	6	-9

Looked up by structure from the list above, 2 records:
Under each structure: UBC9 SUMO inh	NALP1 yeast inh	MEKK2wt PB1 HTS	IDE cell inh	M18AAP inhibitor	MEKK2mut PB1 HTS	MEKK3 PB1 HTS	IDE act	p-CIP stab down
- COc1ccc(C2c3c(nc(C)[nH]c3=O)Oc3c2c(=O)oc2ccccc32)cc1 (stereo unspecified)
    -2	·	98	8	3	-17	93	·	8
- CN1CCc2cc(O)cc3c2[C@H]1Cc1ccc(O)c(O)c1-3
    ·	·	111	9	·	3	103	-5	·

Other entries.
Under each structure: UBC9 SUMO inh	NALP1 yeast inh	MEKK2wt PB1 HTS	IDE cell inh	M18AAP inhibitor	MEKK2mut PB1 HTS	MEKK3 PB1 HTS	IDE act	p-CIP stab down
- Cc1ccc(S(=O)(=O)N2CC2(C)CCl)cc1 (stereo unspecified)
    8	1	111	3	0	4	106	8	-20
- CCCCC(=O)N/N=C/c1c(O)n(CC)c(=S)[nH]c1=O
    -2	42	1.0*[inhibitor]	-7	11	-1	2.0*[inhibitor]	1	-13
- Cc1ccc(-n2c(O)c(/C=N/N3CCOCC3)c(=O)[nH]c2=S)cc1
    10	31	96	-3	-6	11	100	5	-17
- CCn1c(C)c(C(=O)NCCc2ccccc2)c2cc(OC)ccc21
    8	11	103	·	-3	4	104	2	1
- O=C(O)CCn1cc(C=C2C(=O)NC(=S)NC2=O)c(-c2cccc(Br)c2)n1
    10	-3	97	-9	3	-8	97	-3	16
- Cc1[nH]n(-c2ccccc2)c(=O)c1C(c1ccc([N+](=O)[O-])cc1)c1c(C)[nH]n(-c2ccccc2)c1=O
    92	26	116	2	12	11	99	-3	6
- CC(C)(C)N1Cc2ccccc2C1=N
    -6	43*	105	3	4	2	98	2	3
- CCn1nc(-c2ccccc2)nc2c(=O)n(C)c(=O)nc1-2
    104*	42*	109	-4	7	11	108	4	1
- Nc1cnn(-c2ccccc2)c(=O)c1Cl
    6	3	109	3	3	4	107	6	-8
- CCC1(CC)C(=N)N(C)C(=O)NC1=O
    10	6	101	-6	-1	-1	106	3	24
- O=C1NC(=O)N(CCNc2ncc(C(F)(F)F)cc2Cl)C(=O)C1/C=N/OCc1c(F)cccc1Cl (stereo unspecified)
    24	35	·	-4	-10	·	·	0	-12
- Cc1ccc2nc3c(cc2c1)CC1(C(=O)N(C)C(=O)N(C)C1=O)C1CCCCN31 (stereo unspecified)
    23	20	100	4	4	0	100	1	-6
- Cc1nc2c(c(C)nn2-c2ccccc2)c(C)c1CCC(=O)N1CCC2(CC1)OCCO2
    23	-6	105	-1	-4	1	103	8	-4
- O=C(O)C(Cl)(Cl)Cl
    ·	·	112	0	·	5	105	·	·
- C[n+]1ccc(-c2ccncc2)cc1
    13	-3	104	-1	-10	6	108	3	-5
- O=C(O)c1ccc(NC(=O)N2C[C@H]3C[C@@H](C2)c2cccc(=O)n2C3)cc1
    -11	-3	99	0	-11	-1	100	5	2
- Cc1ccccc1C(O)(Cc1ccccc1)C1CN2CCC1CC2 (stereo unspecified)
    21	5	106	1	-3	1	94	1	2
- CCC(=O)CC(c1ccc([N+](=O)[O-])cc1)c1c(O)c2ccccc2oc1=O (stereo unspecified)
    28	3	106	0	-9	4	109	9	-15
- CCOP1(=S)Oc2cc3c(cc2C(C(=O)OC)(C(F)(F)F)O1)OCO3 (stereo unspecified)
    6	7	96	-1	18	-2	101	2	4
- Cc1ccc(C(=O)NC(O)C(Cl)(Cl)Cl)cc1 (stereo unspecified)
    -7	0	112	6	2	6	96	3	13
- Cc1noc(C)c1C(=O)N1CCC2(CC1)OCCO2
    9	28	94	2	1	0	94	1	-3
- CC(=O)OC1N=C(c2ccccc2)c2ccccc2NC1=O (stereo unspecified)
    0	-7	101	0	3	-1	97	4	-4
- COC(=O)[C@@]1(C#N)[C@@H]2C=CC(C(C)=O)=CN2[C@@H](C(N)=O)[C@@H]1c1ccc(F)cc1
    16	5	90	-2	6	0	94	3	-25
- C=CCn1c(O)c(C(C)=NCCN2CCCCC2)c(=O)[nH]c1=O
    17	-5	101	6	11	3	97	2	-12
- CCN1CCN(c2cn[nH]c(=O)c2Cl)CC1
    2	3	103	4	0	1	98	6	0
- C=CCn1c(O)c(C(CC)=NCC2CCCO2)c(=O)[nH]c1=O (stereo unspecified)
    10	-44	100	8	1	0	100	3	14
- Cn1nc(N)c2c1N=P(N1CCOCC1)(N1CCOCC1)N=C2c1ccccc1
    -8	6	104	-3	-1	5	107	0	-8
- O=C(NC(=S)N1C[C@H]2C[C@H](C1)c1cccc(=O)n1C2)c1ccc(Cl)cc1
    -5	-12	97	7	0	-2	98	6	4
- COC(=O)c1ccc(C(C(=O)NC2CCCCC2)N(CCN2CCOCC2)C(=O)Cc2cccs2)cc1 (stereo unspecified)
    -10	5	107	-3	1	-1	114	2	13
- Fc1ccc(C2N3CCCN23)cc1 (stereo unspecified)
    7	·	96	-3	-7	-14	96	5	-17
